# High-throughput results as filed in PubChem BioAssay.
# HEK293 tox: HEK 293 cell cytotoxicity; HEK 293 viability, ATP luminescence (CellTiter-Glo), 48-72 h; Potency, µM (doses to about 115 µM), without a hit: top-dose activity change, negative = cytotoxicity, usual class: inhibitors; hit rate 6.6% among 94,000; AID 1345083; also: potency is read from the fitted curve at half-maximal effect; nearly all actives have a fitted effect of over 60% in size
#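 Cytotoxicity was scored by loss of ATP-coupled luminescence (CellTiter-Glo) in HEK 293 cells. Compound treatment ran 48 or 72 hr at 37 degree Celsius, 5% CO2, 95% humidity.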
# NIH3T3 tox: NIH 3T3 cell cytotoxicity; Potency, µM (doses to about 96.7 µM), inactives show top-dose activity change, negative = cytotoxicity, usual class: inhibitors; hit rate 4.3% among 94,000; NIH 3T3 viability, CellTiter-Glo ATP luminescence, 48-72 h; also: potency is read from the fitted curve at half-maximal effect; nearly all actives have a fitted effect of over 55% in size
#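 ATP-dependent luminescence (CellTiter-Glo) served as the viability signal for NIH 3T3 cells treated with compound for 48 or 72 hr at 37 °C.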
# GPT2 inh: inhibitors of human GPT2 alanine aminotransferase. Q8TD30. Recombinant GPT2, coupled pyruvate oxidase/HRP Amplex Red fluorescence. Potency, µM (doses to about 57.7 µM), without a hit: at the top dose activity change, negative = inhibition, most hits filed as inhibitors. hit rate 0.25% among 100,000. AID 1671188; also: potency is read from the fitted curve at half-maximal effect; nearly all actives have a fitted effect of over 60% in size; many of its hits are not listed in these tables
# Target sequence (Q8TD30 whole entry, looked up): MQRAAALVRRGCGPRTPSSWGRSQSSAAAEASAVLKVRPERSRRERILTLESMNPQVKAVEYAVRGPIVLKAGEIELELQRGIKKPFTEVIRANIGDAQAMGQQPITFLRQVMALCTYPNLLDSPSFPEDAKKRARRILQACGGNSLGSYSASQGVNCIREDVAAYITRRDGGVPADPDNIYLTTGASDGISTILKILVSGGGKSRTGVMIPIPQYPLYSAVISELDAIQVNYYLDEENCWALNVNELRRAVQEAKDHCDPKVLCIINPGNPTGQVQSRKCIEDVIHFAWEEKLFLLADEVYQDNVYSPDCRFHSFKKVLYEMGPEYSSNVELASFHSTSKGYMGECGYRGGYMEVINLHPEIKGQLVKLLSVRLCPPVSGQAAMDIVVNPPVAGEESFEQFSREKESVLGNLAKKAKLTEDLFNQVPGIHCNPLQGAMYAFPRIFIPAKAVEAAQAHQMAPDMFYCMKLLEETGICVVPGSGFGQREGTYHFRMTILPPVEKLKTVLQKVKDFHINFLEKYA
#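 Recombinant GPT2 (10ng/uL) with 250uM a-KG and 2mM L-alanine, 30 min at room temperature, in HEPES pH 7.5 buffer. Pyruvate detected by pyruvate oxidase/HRP/Amplex Red fluorescence after 30 min in the dark; AOA (50uM) as positive control.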
# SNCA expr inhib: inhibitors of alpha-synuclein (SNCA) gene expression. HEK-293 SNCA-luciferase knock-in, luminescence, 24 h. Potency, µM (doses to about 57.2 µM), for the others: top-dose activity change, negative = inhibition, actives largely listed as inhibitors. hit rate 0.17% among 140,000. AID 1671194;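 also: potency is read from the fitted curve at half-maximal effect; plate controls were DMSO cells for no effect and cell-free wells for full effect; nearly all actives have a fitted effect of over 45% in size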
# IP6K1 inh: blocks human inositol hexakisphosphate kinase 1; Q92551; activity change, % (series mostly up to about 58 µM); hit rate 0.81% among 140,000; AID 1645851; IP6K1 kinase, ADP-Glo luminescence, 2 h; stronger effect = lower value; in the data active = activity change below about -25%
# Target sequence (Q92551 whole entry, looked up): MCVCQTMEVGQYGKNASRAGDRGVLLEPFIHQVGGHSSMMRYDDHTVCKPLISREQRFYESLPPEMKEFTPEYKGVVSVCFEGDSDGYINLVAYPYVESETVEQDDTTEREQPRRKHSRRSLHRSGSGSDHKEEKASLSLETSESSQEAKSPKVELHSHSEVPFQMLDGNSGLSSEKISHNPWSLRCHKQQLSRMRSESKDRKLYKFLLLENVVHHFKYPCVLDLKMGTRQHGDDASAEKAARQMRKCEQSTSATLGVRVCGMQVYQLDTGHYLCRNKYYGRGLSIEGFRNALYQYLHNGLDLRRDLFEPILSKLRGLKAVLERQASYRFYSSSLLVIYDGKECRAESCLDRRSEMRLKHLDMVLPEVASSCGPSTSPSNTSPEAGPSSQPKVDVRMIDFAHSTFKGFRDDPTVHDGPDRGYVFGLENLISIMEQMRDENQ
#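 ADP-Glo luminescence measures ADP made by human IP6K1 during a 2 h RT reaction with ATP/IP6 (mix at 1.3 mM/130 uM); top library doses 57.5 and 19.1 uM final.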
# Luciferase inh: blocks purified firefly luciferase enzyme activity. P08659. purified P. pyralis luciferase, luminescence, biochemical. Potency, µM (highest dose often 115 µM), inactives show top-dose activity change, negative = inhibition, most hits filed as inhibitors. hit rate 2.5% among 76,000. AID 1347043; also: potency is read from the fitted curve at half-maximal effect; nearly all actives have a fitted effect of over 65% in size
#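 Purified P. pyralis luciferase (10nM final) in 50mM Tris acetate pH 7.5, 10mM Mg acetate, 0.01% Tween-20, 0.05% BSA with 10uM D-luciferin and 10uM ATP. Compounds titrated qHTS. Luminescence imaged on CCD.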
# HEK293 viab: cell viability loss counter-screen. hit rate 0.12% among 150,000. Potency, µM (series often up to 57.1 µM), without a hit: top-dose activity change, negative = cytotoxicity, usual class: cytotoxic. HEK-293-SNCA-luc viability, GF-AFC fluorescence, 24 h;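 also: potency is read from the fitted curve at half-maximal effect; 0% = DMSO-treated cells and -100% = medium-only wells without cells; nearly all actives have a fitted effect of over 30% in size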
#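 HEK-293-SNCA-luc cells (1500/well) plated 24 h, then exposed 24 h to a dilution series; GF-AFC added 30 min at 37C, fluorescence 405/540 nm; normalised to medium-only and DMSO wells, Hill fit.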
# Active calls of the source: *; i = inactive; ? = inconclusive; . = no result given; & = joins results of further samples; [ ] = dose if it differs, or a comment. Unless noted, calls follow the shape of the dose curve; as a rule, active = well fitted curve in the direction sought with a large enough effect; inconclusive = small, poorly fitted or top-dose-only effect, or another doubt; inactive = no such curve, though single readings can be large; an effect the other way counts as inactive or inconclusive. Unless noted, % is scaled to controls: 0 for no effect and ±100 for the full control effect.
SMILES,HEK293 tox,NIH3T3 tox,GPT2 inh,SNCA expr inhib,IP6K1 inh,Luciferase inh,HEK293 viab
Cc1ccc(S(=O)(=O)NCC(c2ccc(N(C)C)cc2)N2CCOCC2)cc1 (configuration not stated),.,.,.,3%,-5,.,2%
O=C(NC[C@H]1Cn2c(-c3ccc4c(c3)OCO4)cnc2CO1)Nc1ccc(F)cc1,?,?,-29%[88.5 µM],-30%[87.6 µM],-18,-20%[172 µM],-25%[87.6 µM]
COCCN1C(=O)CC[C@]2(C(=O)NC3CCCCCC3)CCCC[C@@H]12,-13%,-10%,0%,-7%,2,-7%,-8%
Cc1cc(C(=O)NCc2ccncc2)c2c(C3CCNCC3)noc2n1,i,5%,2%,10%,1,.,8%
Cc1c(C(=O)N2CCCC2)oc2c1-c1nn(CC(=O)NCc3cccc(Br)c3)cc1CC2,.,.,.,?,1,.,-11%
N#Cc1ccc(CN2CCC(c3nc4ncccc4[nH]3)C2)cc1 (configuration not stated),?,-20%&-19%[138 µM],4%[88.5 µM],6%&-21%[87.6 µM],4&-2,-2%[172 µM],-5%&-1%[87.6 µM]
COc1ccc([C@H]2C[C@@H](O)[C@@H](O)[C@@H]2NC(=O)c2ccc(C#N)cc2)cc1,-15%[172 µM],-27%[174 µM],-7%[88.5 µM],-14%[87.6 µM],6,-5%[172 µM],2%[87.6 µM]
Cc1ccc(C(=O)c2oc3ccccc3c2NC(=O)c2cc(-c3ccccc3)on2)cc1F,.,.,.,-8%,10,.,-9%
O=C(Nc1ccc(F)cc1)c1ccc(CN2C(=O)NC3(CCOCC3)C2=O)cc1,?,-13%,2%,?,29,?,0%
CN1C[C@@H](NC(=O)c2ccco2)C[C@H]1c1nc(-c2ccc(F)cc2)no1,?,-28%[174 µM],1%[88.5 µM],34%[activator][87.6 µM],-5,?,2%[87.6 µM]
CN1C(=O)CCC2(CNC(=O)C3(S(=O)(=O)c4ccc(Cl)cc4)CC3)CCC=C12 (configuration not stated),-12%,-16%,-3%,-7%,13,?,9%
Cc1c(Cl)cccc1NC(=O)CCS(=O)(=O)c1ccc2c(c1)oc(=O)n2C,.,.,.,?,-13,.,?
CCOc1ccc(N2CC(NC(=O)c3ccc4c(c3)OCO4)CC2=O)cc1 (configuration not stated),.,.,.,7%,12,.,2%
O=C1COCC2(CN1)CN(Cc1ccc3c(c1)CCO3)C2,?,i,5%[88.5 µM],8%[87.6 µM],10,-8%[230 µM],10%[87.6 µM]
Cc1noc(C)c1-c1cc(-c2cnn(C)c2)cn2cncc12,-17%[172 µM],?,3%[88.5 µM],-6%[87.6 µM],-13,-2%[172 µM],11%[87.6 µM]

# Part of the list above, as tab-separated lines:
molecule	HEK293 tox	NIH3T3 tox	GPT2 inh	SNCA expr inhib	IP6K1 inh	Luciferase inh	HEK293 viab
Cc1c(C(=O)N2CCCC2)oc2c1-c1nn(CC(=O)NCc3cccc(Br)c3)cc1CC2	.	.	.	?	1	.	-11%
CN1C[C@@H](NC(=O)c2ccco2)C[C@H]1c1nc(-c2ccc(F)cc2)no1	?	-28%[174 µM]	1%[88.5 µM]	34%[activator][87.6 µM]	-5	?	2%[87.6 µM]

# Looked up above.
# Result of `N#Cc1ccc(CN2CCC(c3nc4ncccc4[nH]3)C2)cc1` (configuration not stated) under IP6K1 inh: 4&-2
# Result of `CN1C[C@@H](NC(=O)c2ccco2)C[C@H]1c1nc(-c2ccc(F)cc2)no1` under NIH3T3 tox: -28%[174 µM]

# Next compounds:
SMILES,HEK293 tox,NIH3T3 tox,GPT2 inh,SNCA expr inhib,IP6K1 inh,Luciferase inh,HEK293 viab
O=C(NCC1CNCCOC1)NC1CCCCC1 (configuration not stated),-10%,-5%,-14%,40%[activator],9,-1%,-5%
COC(=O)[C@@H]1Cc2ncn(Cc3ccc(OC)cc3)c2CN1CCCc1ccccc1,?,?,-23%[88.5 µM],?,0,11%[172 µM],-24%[87.6 µM]
Cc1ccc(Nc2ccnc(N3CCC(NC(=O)c4ccccc4C)CC3)n2)cc1,35µM*,25µM*,3%,?,4,.,?
Cc1cc(NC(=O)CN2CCC(C)CC2)nc2c1c(=O)oc1ccccc12,.,.,.,8%,3,.,17%
COc1ccc2cc(CN3CCCC(C#N)C3)c(-c3cccs3)nc2c1 (configuration not stated),?,?,4%,0%,13,?,-6%
COCCCNC(=O)NC1CCN(C(=O)N2CC3CC(C2)[C@H]2CCCC(=O)N2C3)CC1 (some centres not stated),-4%,i,i,6%,2,7%,-1%
COc1cccc(OC)c1C(=O)NCCc1sc(-c2cccc(F)c2)nc1C,.,.,.,22%,20,.,?
O=C(Cc1ccccc1F)N1CCC(N2CC3CC(C2)[C@H]2CCCC(=O)N2C3)CC1 (some centres not stated),-5%,i,i,9%,0,-4%,3%
COc1cccc(-c2cc(-c3cccs3)nc3c(C)noc23)c1,?,?,1%[88.5 µM],-11%[87.6 µM],-11,1%[172 µM],8%[87.6 µM]
CC(C)NC(=O)NC[C@H]1OC[C@@H](NCc2ncc[nH]2)[C@@H]1O,1%[172 µM],-6%[174 µM],1%[88.5 µM],3%[87.6 µM],4,-6%[172 µM],3%[87.6 µM]
CN1CCN(c2ccc(-c3noc([C@@H]4CCCN4Cc4ccncc4)n3)cn2)CC1,?,?,-6%[88.5 µM],20%[87.6 µM],-6,?,4%[87.6 µM]
Cc1ccc(NC(=O)C2CCN(S(=O)(=O)c3ccc4c(c3)CCCN4C(=O)C3CCC3)CC2)cc1,.,.,.,-24%,3,.,-2%
COCCn1nnnc1C1CC2(CCOCC2)C(=O)N1Cc1ccc(C(F)(F)F)cc1 (configuration not stated),-22%,-16%,-14%,-2%,7,.,-2%
COCCNC(=O)N1CCc2nn(CC3CC3)c(=O)n2CC1,-4%,-10%,0%,-20%,6,-1%,5%
C[C@]1(CO)[C@H]2Cc3sc(NC(=O)c4c(F)cccc4F)nc3[C@@H](CC(=O)NCc3cccnc3)[C@]2(C)CC[C@H]1O,?,?,3%,-8%,-5,13%,-9%

# Structural class: the compounds so far with a thiophene ring, fused or not.
SMILES,HEK293 tox,NIH3T3 tox,GPT2 inh,SNCA expr inhib,IP6K1 inh,Luciferase inh,HEK293 viab
COc1ccc2cc(CN3CCCC(C#N)C3)c(-c3cccs3)nc2c1 (configuration not stated),?,?,4%,0%,13,?,-6%
COc1cccc(-c2cc(-c3cccs3)nc3c(C)noc23)c1,?,?,1%[88.5 µM],-11%[87.6 µM],-11,1%[172 µM],8%[87.6 µM]

# (continued)
SMILES,HEK293 tox,NIH3T3 tox,GPT2 inh,SNCA expr inhib,IP6K1 inh,Luciferase inh,HEK293 viab
CN(Cc1nc(Cc2ccccc2Cl)no1)Cc1cccc2cnccc12,?,?,i,-5%,5,10%,-13%
O=C1CN(CC2CCCC2)CCN1c1ccc(Cl)nn1,-26%[172 µM],-25%[138 µM],-3%[88.5 µM],15%[87.6 µM],31,-9%[172 µM],-11%[87.6 µM]
COc1cccc(CN2CCC3(CNc4ccccc4[S+](=O)([O-])N3)C2)c1 (configuration not stated),?,?,i,14%,28,-6%,2%
CCOc1ccc(CNC(=O)c2ccc(CSc3nc4ccncc4n3Cc3ccc(F)cc3)cc2)cc1,.,.,.,-18%,3,.,-14%
COc1ccc(C(=O)N2CCN(CCCn3nc4n(c3=O)CCCC4)CC2)cc1,2%,-4%,.,.,-3,.,.
O[C@@H]1C[C@@H](c2nc(-c3ccc(F)cc3)no2)N(Cc2ccc(F)cc2)C1,100µM*,?,-2%[88.5 µM],126%[activator][87.6 µM],-5,-20%[172 µM],2%[87.6 µM]
CC(C)CCNC(=O)C1N(C(C)C)C(=O)C12CCCCC2 (configuration not stated),-10%,-9%,-9%,3%,-3,-6%,0%
CSc1ccc(NC(=O)c2cc3c(N4CCSCC4)nc(C)cn3n2)cc1,?,?,i,3%,10,-12%,-15%
O=C(NCc1ccc(F)c(F)c1)c1cn2cc(-c3ccc(C(F)(F)F)cc3)sc2n1,56µM*,45µM*,i,-19%[87.6 µM],2,.,7%[87.6 µM]
CC1CCN(C(=O)CCC[C@@H]2[C@H]3CCCN4CCC[C@@H](CN2C)[C@@H]34)CC1,-13%,-3%,-1%,-3%,2,3%,-8%
Cc1cc(C(=O)NCC2CCCN(Cc3nnc(-c4cccnc4)o3)C2)no1 (configuration not stated),i,i,-24%,1%,-5,6%,-2%
O=C(c1cccc(Cl)c1)N1CCC(N2CCCNC2=O)CC1,-5%[172 µM],3%[138 µM],0%&-2%[88.5 µM],-2%&-12%[87.6 µM],7&10,7%&4%[172 µM],13%&9%[87.6 µM]
O=c1c2nc(-c3cccnc3)ccc2ncn1Cc1ccccc1,-4%[172 µM],?,-9%[88.5 µM],-1%[87.6 µM],-4,-14%[172 µM],3%[87.6 µM]
Cc1ccc(-c2cc(C(F)(F)F)n3nc(C(=O)NCC45CC6CC(CC(C6)C4)C5)cc3n2)cc1,.,.,.,-9%,6,.,-5%
COc1cccc(NC(=O)CN2C(=O)NC3(CCOCC3)C2=O)c1,-1%,i,i,39%[activator],19,-14%,2%
CCOC(=O)NNc1ccc(N(CC)CC(C)O)nn1 (configuration not stated),.,.,-3%,29%[25.6 µM],4,.,31%[23.9 µM]
COc1ccc(CC(=O)N2CCC[C@H]2c2nc(-c3ccccc3Cl)no2)cc1,?,?,-3%,-14%,0,8%,?
O=S1(=O)NCC2(CCCN(Cc3cccnc3)C2)Oc2ncccc21 (configuration not stated),i,i,1%,30%[activator],10,.,7%
O=C1COc2ccc(-c3ccccc3F)nc2CN1CCOc1ccccc1,?,?,-16%[88.5 µM],-22%[87.6 µM],-13,3%[172 µM],7%[87.6 µM]
CC(C)c1ccc(S(=O)(=O)c2cnc(SCC(=O)Nc3cccc(C(F)(F)F)c3)nc2N)cc1,.,.,.,?,6,.,-16%
COc1ccc(OC)c(NC(=O)CSc2cn(CC(=O)N3CCCCCC3)c3ccccc23)c1,.,.,.,?,-4,.,?
CNC(=O)NC[C@H]1CCN(C2CCSCC2)C[C@H]1N(C)C,-28%,-6%,i,-25%,0,-5%,-7%[12.5 µM]
COCc1cc(C[C@@H]2C[C@H](NCc3ccco3)C2(C)C)no1,0%[172 µM],-21%[174 µM],?,-3%[87.6 µM],-9,-4%[172 µM],-1%[87.6 µM]
O=C(c1ccccc1F)N1CCC(n2cc(-c3nc(-c4ccccc4)no3)nn2)CC1,?,?,0%,109%[activator],13,-9%,8%
CC(=O)c1ccc(NC(=O)CSc2nnc(-c3ccncc3)n2-c2ccccc2)cc1,.,.,.,-10%,8,.,1%
Cc1cccc(N2CCN(C(=O)c3cccn3-c3nnc(N4CCCCC4)s3)CC2)c1C,.,.,.,?,-11,.,-18%
